From PubChem BioAssay
Rab7 wt GTP bind – dog Rab7 wildtype GTP binding, inhibitors and activators | GST-Rab7 beads, fluorescent GTP binding, flow cytometry; actives lie on both sides; untreated = 100%, excess cold GTP = 0% | GTP binding activity (percent of control), % at 10 µM | actives 0.055% (n = 190,000);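 active means fluorescent GTP binding to Rab7 beads changed by at least 20 points from the 100% baseline, either direction, mostly lower; inconclusive means compound itself probably fluorescent, or too few beads counted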;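 further: median green fluorescence of bound Bodipy-FL-GTP per Rab7 bead population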
Pf gametocyte – P. falciparum stage V gametocyte viability inhibition. P. falciparum stage V gametocytes, ATP luminescence, 24 h. inhibition, % at 10.9 µM. actives 0.065% (n = 150,000). AID 743093;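 active means inhibition above the mean plus 3 SD of compounds within the control limits, set per campaign, cut at about 38% in these data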;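 further: 0% = DMSO wells and 100% = medium only without gametocytes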
Rab2 wt GTP – changes GTP binding to wildtype dog Rab2A, up or down. actives 0.19% (n = 190,000). GST-Rab2 wt beads, Bodipy-GTP binding, flow cytometry. GTP binding activity, % at 10 µM;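 active means GTP binding activity at least 20 points away from 100%, either lowered or raised; inconclusive means signal likely due to the compound's own green fluorescence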;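 further: 0% = beads with excess unlabeled GTP and 100% = no-compound control corrected for plate trend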
Rac1 act GTP bind – alters GTP binding to activated mutant human Rac1 | GST-Rac1 activated beads, fluorescent GTP binding, flow cytometry; actives lie on both sides; 100% means binding = to untreated wells | percent activity (GTP binding), % at 10 µM | actives 0.11% (n = 190,000) | AID 764;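 active means GTP binding at least 20 percentage points away from the 100% baseline, in either direction, so actives lie on both sides; inconclusive means Compound likely fluorescent itself, or too few beads counted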
Mcl1-Noxa inh – disrupts binding of human Mcl-1 to Noxa peptide | Q07820 | TR-FRET Mcl-1/Noxa peptide binding, 2 h | inhibition, % at 21.7 µM | actives 1.5% (n = 220,000) | AID 1022;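 active means compounds that cut the protein-peptide binding signal by more than 50% relative to plate controls in a single-dose test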;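 further: His-tagged Mcl-1 with rhodamine Noxa BH3 peptide and terbium anti-His antibody; 0% = Mcl-1 plus Noxa peptide wells and 100% = peptide-only wells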
HRas wt GTP bind – changes GTP binding to wildtype human HRas. GST-Ras wt beads, Bodipy-FL-GTP binding, flow cytometry; actives lie on both sides. GTP binding activity, % at 10 µM. actives 0.14% (n = 190,000);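 active means GTP binding activity at least 20% away from the 100% baseline, either lowered as inhibitor or raised as activator; inconclusive means flagged as likely green fluorescent, judged across all proteins in the well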;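 further: 0% = unlabeled GTP competition control and 100% = no-compound control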
Target sequence (P01112 whole entry, looked up): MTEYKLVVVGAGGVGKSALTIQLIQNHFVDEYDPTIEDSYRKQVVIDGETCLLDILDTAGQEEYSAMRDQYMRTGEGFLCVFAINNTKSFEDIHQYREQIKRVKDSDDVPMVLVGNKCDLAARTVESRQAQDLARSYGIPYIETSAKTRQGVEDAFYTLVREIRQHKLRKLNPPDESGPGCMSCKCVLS
RGS8-Gao – human RGS8-Galphao interaction regulation; P09471; multiplexed bead flow cytometry, RGS8-Galphao binding; actives lie on both sides; response (percent of control binding), % at 10 µM; actives 0.34% (n = 220,000); AID 1423; in the data active means response below about 60% or above about 140%; inactive means in between;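 further: Galphao activated as the GDP aluminium fluoride complex binding bead-coupled RGS8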
Mcl1 Bid PPI – Mcl-1/Bid interaction inhibition; Q07820; inhibition, % at 21.7 µM; AID 1021; actives 0.97% (n = 220,000); TR-FRET Mcl-1/Bid-Dy647 peptide binding, 1536-well;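 active means compounds that cut the binding signal by more than half at the single screening dose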;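 further: His-tagged Mcl-1 with europium anti-His antibody binding Bid BH3 peptide; 0% = Mcl-1 plus peptide wells and 100% = peptide-only wells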
Cdc42 wt – changes GTP binding to wildtype human Cdc42. P60953. GST-Cdc42 beads, Bodipy-GTP binding, flow cytometry; actives lie on both sides. percent activity (GTP binding), % at 10 µM. actives 0.2% (n = 190,000). AID 761;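 active means percent activity GTP binding at least 20 points away from the 100% baseline, either down as inhibitor or up as activator; inconclusive means compound flagged as likely green fluorescent from well-wide comparison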;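 further: median bead fluorescence of bound Bodipy-FL-GTP at 100 nM; 0% = excess unlabeled GTP control and 100% = no compound control; below 100% means less GTP binding so inhibitor and above means activator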
Target sequence (P60953 whole entry, looked up): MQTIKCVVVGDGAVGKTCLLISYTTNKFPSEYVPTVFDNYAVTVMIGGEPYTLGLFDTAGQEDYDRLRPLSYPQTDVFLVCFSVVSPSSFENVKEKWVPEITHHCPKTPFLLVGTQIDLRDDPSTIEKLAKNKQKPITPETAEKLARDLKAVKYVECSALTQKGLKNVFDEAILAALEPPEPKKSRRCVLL
Rac1 wt modul – human Rac1 wildtype GTP binding, inhibitors and activators; actives 0.27% (n = 190,000); AID 757; P63000; GST-Rac1 beads, fluorescent GTP binding, flow cytometry; actives lie on both sides; 0 = cold GTP competed, 100 = untreated; GTP binding activity (% of control), % at 10 µM;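 active means GTP binding activity at least 20 points away from the 100% control level, either lower or higher; inconclusive means compound flagged as likely green fluorescent, judged across all proteins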
Mcl-1 Bim block – inhibitors of Bim-Mcl-1 interaction, human. AID 1009. actives 0.1% (n = 190,000). Bead-based flow cytometry, Bim peptide-Mcl-1 binding. inhibition, % at 10 µM; in the data active means inhibition above about 40%;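 further: 0% = no compound tracer wells and 100% = peptide blocker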
Starred values were filed as active, the others as inactive; ? = inconclusive; · = not tested or not shown.

| SMILES | Rab7 wt GTP bind | Pf gametocyte | Rab2 wt GTP | Rac1 act GTP bind | Mcl1-Noxa inh | HRas wt GTP bind | RGS8-Gao | Mcl1 Bid PPI | Cdc42 wt | Rac1 wt modul | Mcl-1 Bim block |
| --- | --- | --- | --- | --- | --- | --- | --- | --- | --- | --- | --- |
| CS(=O)(=O)N(CCc1ccccc1)CC(N)=O | 96 | 4 | 97 | 95 | 10 | 98 | 100 | 1 | 98 | 96 | -3 |
| COc1ccccc1C1NC(=O)NC(C)=C1C(=O)OC1CCCCC1 (stereo not given) | 97 | · | 101 | 101 | 8 | 99 | 96 | -1 | 102 | 107 | -5 |
| COc1ccc(N(CC(=O)NCc2cccs2)S(=O)(=O)c2cccnc2)cc1 | 94 | · | 95 | 97 | 2 | 94 | 77 | -12 | 97 | 97 | -2 |
| COc1ccc(CN2C(=O)CN=C2Nc2cc(C)ccc2C)cc1 | 96 | 19 | 94 | 94 | 10 | 95 | 103 | 18 | 97 | 94 | -6 |
| CC(=O)Nc1ccc(C(=O)OC2CCOC2=O)cc1 (stereo not given) | 96 | 7 | 96 | 97 | 5 | 98 | 99 | 1 | 97 | 98 | -2 |
| CCCCOC(=O)Cn1c(=O)c2c(nc3n2CCCCN3c2ccc(C)cc2)n(C)c1=O | 100 | -2 | 102 | 100 | 15 | 103 | 102 | -28 | 105 | 103 | 2 |
| CCS(=O)(=O)N1CCN(c2ccc([N+](=O)[O-])c(NCc3cccnc3)c2)CC1 | ? | -6 | ? | ? | 20 | ? | 90 | -34 | ? | ? | -2 |
| CCOCC(=O)Nc1ccc(-c2cn3cccnc3n2)cc1 | 98 | -38 | 94 | 95 | 14 | 99 | 101 | -8 | 98 | 96 | -3 |
| O=[N+]([O-])c1ccccc1/C=N/n1c(COc2ccccc2)n[nH]c1=S | 100 | -10 | 101 | 97 | 24 | 100 | 99 | -23 | 100 | 99 | -1 |
| O=C(CCn1c(=O)sc2ccccc21)NCc1ccco1 | 98 | 7 | 99 | 97 | -5 | 98 | 121 | -2 | 98 | 101 | · |

Shown with values under each structure: part of the list above.
Sequence of screens: Rab7 wt GTP bind | Pf gametocyte | Rab2 wt GTP | Rac1 act GTP bind | Mcl1-Noxa inh | HRas wt GTP bind | RGS8-Gao | Mcl1 Bid PPI | Cdc42 wt | Rac1 wt modul | Mcl-1 Bim block
COc1ccc(CN2C(=O)CN=C2Nc2cc(C)ccc2C)cc1
→ 96 | 19 | 94 | 94 | 10 | 95 | 103 | 18 | 97 | 94 | -6
CC(=O)Nc1ccc(C(=O)OC2CCOC2=O)cc1 (stereo not given)
→ 96 | 7 | 96 | 97 | 5 | 98 | 99 | 1 | 97 | 98 | -2
CCCCOC(=O)Cn1c(=O)c2c(nc3n2CCCCN3c2ccc(C)cc2)n(C)c1=O
→ 100 | -2 | 102 | 100 | 15 | 103 | 102 | -28 | 105 | 103 | 2
CCS(=O)(=O)N1CCN(c2ccc([N+](=O)[O-])c(NCc3cccnc3)c2)CC1
→ ? | -6 | ? | ? | 20 | ? | 90 | -34 | ? | ? | -2
CCOCC(=O)Nc1ccc(-c2cn3cccnc3n2)cc1
→ 98 | -38 | 94 | 95 | 14 | 99 | 101 | -8 | 98 | 96 | -3
